# Screens deposited in PubChem by several laboratories.
# BCLXL inh – blocks human Bcl-xL binding to Bim BH3 peptide; Q07817; GST-Bcl-xL / FITC-Bim BH3 peptide fluorescence polarization; inhibition, % at 10.9 µM; hit rate 0.7% among 320,000; AID 2129;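 active = inhibition above the mean of all tested compounds plus 3 SD, cutoff set per campaign, cut at about 30% in these data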;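 note: 0% = DMSO wells and 100% = unlabeled Bim-BH3 peptide competitor; inhibitors lower millipolarization by displacing the labeled peptide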
# VLA-4 inh – inhibition in a human VLA-4 binding assay. P13612. VLA-4 expressing cells, ligand binding flow cytometry. inhibition, % (about 7 µM as worked out from the volumes in the protocol). hit rate 0.2% among 330,000. AID 2557; in the data active = inhibition above about 50%
# GLD-1 RNA inh – GLD-1-TGE RNA interaction inhibition (C. elegans). purified GLD-1 + fluorescein TGE RNA, fluorescence polarization. Q17339. inhibition, % at 5.96 µM. hit rate 0.44% among 320,000;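 active = percent inhibition above a per-plate cutoff, the plate mean of test compounds plus 3 SD, cut at about 30% in these data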;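 note: 0% = DMSO wells with GLD-1 and probe and 100% = wells lacking GLD-1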
# MEX-5 binding – C. elegans MEX-5 TCR-2 RNA binding activity | Q9XUB2 | MEX-5/FITC-TCR2 RNA binding, fluorescence polarization; active compounds read low | activity score (negative = inhibition of binding), % at 10 µM | hit rate 0.38% among 300,000 | AID 1832;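 active = inhibition past about -25% in most replicates, and total fluorescence under double the plate's negative control median, limit read from the data; inconclusive = replicates evenly split on the limit, or fluorescence at least double controls; inactive = too little inhibition in most replicates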;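 note: 0% = DMSO and -100% = 5 µM competing unlabeled TCR2 RNA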
# AGP1 TOR yeast – alters AGP1-GFP fluorescence in TOR pathway yeast screen; S. cerevisiae AGP1-GFP multiplex flow cytometry, 3 h; GFP as percent of DMSO wells; GFP response vs DMSO, % at 10 µM; hit rate 0.02% among 320,000;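 active = GFP response relative to DMSO above a set limit, near screen average plus 3 SD, cut at about 150% in these data; inconclusive = fewer than 70 cells counted for the yeast strain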;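 note: median GFP channel fluorescence of the gated AGP1 strain per well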
# CR mimetic SO – yeast age-related superoxide inhibition as caloric restriction mimetic. S. cerevisiae aged cells, superoxide DHE fluorescence; active compounds read low. superoxide response (% of plate mean), % at 10 µM. hit rate 0.18% among 330,000. AID 2690;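 active = superoxide response under a set limit, about three screen SD below normal, cut at about 65% in these data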;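 note: yeast aged for seven days with compound at 30 °C before DHE staining; 100% = average MFI of all compound-treated wells on the plate with controls excluded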
# GRK2 inh – human GRK2 inhibition via aptamer displacement | bead flow cytometry, FAM-aptamer displacement from GRK2 | inhibition of aptamer binding, % at 10 µM | hit rate 0.59% among 330,000 | AID 488847;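 active = inhibition of aptamer binding above 40%, roughly 3 SD of noise, on plates passing a quality check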;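 note: median bead fluorescence of bound FAM aptamer so fluorescent compounds give negative values; no value below 0 was filed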
# Target sequence (P25098 whole entry, looked up): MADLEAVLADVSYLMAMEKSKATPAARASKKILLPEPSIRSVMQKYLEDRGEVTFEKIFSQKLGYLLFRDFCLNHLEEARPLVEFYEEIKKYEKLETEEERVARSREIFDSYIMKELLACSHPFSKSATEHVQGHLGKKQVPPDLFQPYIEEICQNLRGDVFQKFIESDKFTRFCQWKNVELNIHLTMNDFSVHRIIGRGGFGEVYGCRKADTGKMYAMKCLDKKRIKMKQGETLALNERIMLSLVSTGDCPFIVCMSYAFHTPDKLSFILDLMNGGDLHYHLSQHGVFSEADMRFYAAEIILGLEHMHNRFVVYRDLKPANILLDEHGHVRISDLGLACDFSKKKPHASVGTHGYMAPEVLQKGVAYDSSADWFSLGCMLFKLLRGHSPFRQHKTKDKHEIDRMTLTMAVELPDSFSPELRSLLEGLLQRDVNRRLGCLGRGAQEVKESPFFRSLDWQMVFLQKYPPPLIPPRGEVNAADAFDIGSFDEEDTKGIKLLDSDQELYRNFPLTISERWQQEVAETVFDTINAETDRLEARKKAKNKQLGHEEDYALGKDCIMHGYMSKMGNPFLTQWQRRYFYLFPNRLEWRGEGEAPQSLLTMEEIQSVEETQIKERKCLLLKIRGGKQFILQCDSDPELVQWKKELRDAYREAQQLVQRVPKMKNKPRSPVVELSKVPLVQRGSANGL
# MCL1-BIM inh – inhibitors of human MCL1 binding to BIM-BH3 peptide | GST-MCL1 / FITC-Bim-BH3 fluorescence polarization | inhibition, % at 10.9 µM | hit rate 0.68% among 320,000 | AID 2057;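 active = inhibition above the mean inhibition of all tested compounds plus 3 SD, set per campaign, cut at about 40% in these data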;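 note: 0% = DMSO wells and 100% = unlabeled Bim-BH3 peptide control; higher means more loss of mP so more displacement of Bim peptide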
# Target sequence (Q07820 whole entry, looked up): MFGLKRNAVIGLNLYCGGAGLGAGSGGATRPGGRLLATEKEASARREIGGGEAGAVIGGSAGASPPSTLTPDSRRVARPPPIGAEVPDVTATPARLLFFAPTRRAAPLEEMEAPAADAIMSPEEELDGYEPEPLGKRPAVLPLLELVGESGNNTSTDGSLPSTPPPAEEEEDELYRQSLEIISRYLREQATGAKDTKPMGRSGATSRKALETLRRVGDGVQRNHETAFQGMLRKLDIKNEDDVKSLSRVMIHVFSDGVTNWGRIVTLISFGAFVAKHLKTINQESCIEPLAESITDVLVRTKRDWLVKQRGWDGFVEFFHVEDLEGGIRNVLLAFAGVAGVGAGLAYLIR
# CIT2 TOR yeast – alters CIT2-GFP fluorescence in TOR pathway yeast screen; hit rate 0.065% among 320,000; AID 2029; GFP response vs DMSO, % at 10 µM; S. cerevisiae CIT2-GFP strain, flow cytometry, 3 h; 100 means same as DMSO wells;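 active = GFP response relative to DMSO above a set limit, near the screen mean plus 3 SD, cut at about 150% in these data; inconclusive = Fewer than 70 cells measured for a yeast strain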;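 note: ratio of well median GFP fluorescence to mean of DMSO wells on the plate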
# * marks the source's active call; other numbers are inactive results; u = inconclusive; x = not tested or not shown.
SMILES,BCLXL inh,VLA-4 inh,GLD-1 RNA inh,MEX-5 binding,AGP1 TOR yeast,CR mimetic SO,GRK2 inh,MCL1-BIM inh,CIT2 TOR yeast
O=C(C1CC1)N(Cc1ccco1)c1nc(-c2ccccc2)cs1,-4,4,-2,1.8,91,88,1,-1,x
O=C(NCCN1CCN(C(=O)c2cccc(Br)c2)CC1)C(=O)Nc1ccc(Br)cc1,7,13,-6,-0.8,106,100,0,6,101
CN=C1SC(CC(=O)Nc2cccc(Cl)c2Cl)C(=O)N1C (centres undefined),7,-5,6,-0.6,104,107,0,-4,99
CCn1c(SCC(=O)Nc2ccc(N3CCOCC3)cc2)nnc1-c1ccco1,3,5,-3,0.7,90,102,3,3,79
Cc1cccc(C(=O)Oc2ccc(/C=N/NC(=O)c3ccncc3)cc2)c1,-4,16,-6,-0.7,112,110,4,3,115
O=C1[C@@H]2Cc3c([nH]c4ccccc34)CN2C(=O)CN1CCO,2,10,-3,0.9,100,91,2,4,107
CC(=O)Nc1ccc(S(=O)(=O)N2CCN(C(=O)c3ncoc3-c3ccc(C)cc3)CC2)cc1,3,-1,3,-1.6,102,83,0,7,115
CS(=O)(=O)N(CC(=O)N1CCc2ccccc2C1)c1ccccc1F,9,8,5,3.2,106,110,3,4,103
CC(C)CSC1=NSC2=NC(=O)/C(=C\c3ccccc3)C(=N)N12,-4,22,-13,-5.1,103,118,2,-17,100
CCCCC(CC)CNC(=O)CC1Nc2c3ccccc3nc(=S)n2C1=O (centres undefined),-1,5,-6,0.6,116,102,0,0,105
CC(C)(C)c1ccc(OCC(=O)N2CCN(c3ncccn3)CC2)cc1,5,9,-1,-2.5,99,105,3,7,98
CCCn1c(C)cc(C(=O)Cn2nnc3ccccc3c2=O)c1C,1,8,2,-0.8,97,101,0,0,97
CCN(c1ccccc1)S(=O)(=O)c1ccc(OC)c(NC(=O)C2CC2)c1,2,-9,0,x,100,112,1,-1,93
O=C(Nc1ccc(N2CCCCC2)c(Cl)c1)c1ncn[nH]1,8,2,2,2.9,99,96,0,13,100
COc1cccc(SCC2(O)CCN(C(=O)c3ccc(Cl)cc3)CC2)c1,-1,0,2,1.7,94,96,0,5,91
CC(C)N(Cc1nnc(-c2ccc(Cl)cc2)o1)C(=O)c1cc2ccccc2o1,0,-11,2,x,93,100,3,-4,80
CCN(CC)CCNC(=O)c1ccc(NS(=O)(=O)c2ccc3c(c2)OCCO3)cc1,7,-3,6,0.7,104,97,0,3,99
CS(=O)(=O)c1ccc(SCC(=O)NC2CCS(=O)(=O)C2)c([N+](=O)[O-])c1 (centres undefined),6,-3,2,0.6,96,102,2,11,97
O=C(CSc1nnc(CNC(=O)c2cccc(C(F)(F)F)c2)o1)NCc1ccco1,4,10,5,1.4,97,97,1,6,101
NC(=O)c1cccc(NC(=O)CCCCC(=O)Nc2cccc(C(N)=O)c2)c1,-1,-1,-3,-3.1,u,91,0,-1,u

# Quoted from the listing.
# In AGP1 TOR yeast, CCCn1c(C)cc(C(=O)Cn2nnc3ccccc3c2=O)c1C reads 97
# In CIT2 TOR yeast, O=C(Nc1ccc(N2CCCCC2)c(Cl)c1)c1ncn[nH]1 reads 100
# In AGP1 TOR yeast, CN=C1SC(CC(=O)Nc2cccc(Cl)c2Cl)C(=O)N1C (centres undefined) reads 104
# In GLD-1 RNA inh, CC(C)(C)c1ccc(OCC(=O)N2CCN(c3ncccn3)CC2)cc1 reads -1

# Further records follow.
SMILES,BCLXL inh,VLA-4 inh,GLD-1 RNA inh,MEX-5 binding,AGP1 TOR yeast,CR mimetic SO,GRK2 inh,MCL1-BIM inh,CIT2 TOR yeast
Cc1ccc(OCC(=O)N2CCN(S(=O)(=O)c3ccccc3)CC2)c([N+](=O)[O-])n1,3,-7,2,0.5,98,93,0,7,98
COc1cc(OC)cc(C(=O)N2CCN(C(=O)c3cccc(F)c3)CC2)c1,5,0,-1,0.1,98,83,0,-1,97
Cc1ccccc1-c1nc(CS(=O)(=O)CC(=O)NC2CCCCC2C)c(C)o1 (centres undefined),9,0,5,0.5,106,100,2,1,107
C/C(=N\NC(=O)c1cc(C)[nH]n1)c1ccc(-c2ccccc2)cc1,1,7,-2,1.5,99,97,4,2,89
CCN(CC)C(=O)c1c(-c2ccccc2)oc2ccc(OC)cc12,0,-4,0,1.4,93,94,1,1,99
COCCCn1c(SCC(=O)Nc2oc(C)c3c(C)n[nH]c(=O)c23)nc2sc3c(c2c1=O)CCC3,4,17,6,-1.8,106,98,0,7,103
O=S(=O)(c1ccc(SCCOc2cccc(Br)c2)nc1)N1CCCC1,7,-17,8,x,95,110,0,6,95
O=C(O)Cn1nc(-c2ccccc2)ccc1=O,3,-6,2,1.5,98,101,3,-7,98
CCOC(=O)c1[nH]c2cc3c(cc2c1NC(=O)CN1CCc2ccccc2C1)OCO3,1,12,7,-3.9,99,84,1,-9,99
O=C(Cc1cccs1)N(c1ccccc1)C1C=CS(=O)(=O)C1 (centres undefined),1,6,-3,0.5,86,87,1,7,92
CC(Sc1nnc(-c2ccncc2)n1C)C(=O)Nc1nccs1 (centres undefined),1,-1,3,-0.4,99,104,0,0,111
Cc1ccc(/C=N/NC(=O)C[n+]2ccccc2)s1,1,-1,3,2.3,89,85,0,0,97
Cc1ccc(SCC(=O)Nc2ncc(C)s2)cc1,-1,0,-8,1.3,91,90,0,-3,82
CC1CN(Cc2nc3c(c(=O)n(C)c(=O)n3C)n2CCCO)CC(C)O1 (centres undefined),0,-2,6,0.5,104,110,0,5,97
Cc1ccc(C2=NS(=O)(=O)N(C)C(C(=O)Nc3ccc4c(c3)OCO4)=C2)cc1,7,-29,4,1.8,107,101,0,11,118
CCOc1ccccc1-n1nnnc1SCC(=O)NCc1ccco1,-5,-1,-2,0.1,101,103,0,-2,97
O=C1C(=O)N(CCO)C(c2ccccc2[N+](=O)[O-])/C1=C(\O)c1ccccc1 (centres undefined),0,-27,4,1.7,100,97,4,5,103
CS(=O)(=O)N(CC(=O)NC1CC2CCC1C2)c1ccc(Oc2ccccc2)cc1 (centres undefined),4,0,7,-0.7,105,99,0,8,104
N#Cc1ccc(C23CC4(C2)[C@H](CN(Cc2ccc(C(F)(F)F)cc2)[C@@H]4c2ccccc2)C3c2ccc(C(F)(F)F)cc2)cc1 (some centres undefined),3,4,-2,3.3,99,107,2,0,94
Cc1ccc(C)c(NS(=O)(=O)c2cc(C(=O)NCC3CCCO3)ccc2C)c1 (centres undefined),8,2,1,1.0,91,86,0,8,x
CC1=C(C(=O)OCc2ccccc2)C(c2cccc(F)c2)NC(=O)N1 (centres undefined),2,4,1,0.2,96,111,51*,9,103
CCOC(=O)Cc1csc(N/N=C/c2cccc([N+](=O)[O-])c2)n1,-1,11,3,-0.6,98,105,0,1,100
COc1cc(C)c(C(=O)Oc2cc(C)c(C(=O)O)c(O)c2C)c(O)c1C(=O)O,7,-4,2,1.9,102,110,0,7,102
CCCn1c(SCC(=O)Nc2ccc(S(=O)(=O)N(C)C)cc2)n[nH]c1=O,4,6,-2,-2.3,95,95,0,-1,102
Cc1cccc(C)c1NC(=O)C1(NC(=O)c2cnccn2)CCCCC1,0,-3,5,-3.5,102,111,0,3,102
COc1cc(OC)cc(C(=O)N2CCN(C(=O)COc3ccc4ccccc4c3)CC2)c1,0,18,-2,1.8,102,94,0,5,106
O=C(c1cc(COc2ccc(F)cc2Cl)on1)N1CCc2ccccc2C1,4,0,-1,-1.3,109,101,2,4,103
NC(=O)c1nsc(C(=O)N(c2ccccc2)C(C(=O)NC2CCCCC2)c2ccc(O)cc2)c1N (centres undefined),3,-4,6,-0.1,103,92,0,-2,103
NS(=O)(=O)c1ccc(NC(=O)COC(=O)CCNC(=O)NC23CC4CC(CC(C4)C2)C3)cc1,-2,7,5,2.1,101,102,0,-19,95
CCOc1ccccc1NC(=O)COC(=O)CNS(=O)(=O)c1ccc(C)cc1,2,16,-3,0.3,98,94,0,-2,96
NC1=NC(=O)/C(=C/c2ccccc2OCC(=O)Nc2ccc(F)cc2)S1,x,9,-8,x,101,82,0,x,108
COc1ccc2c(c1OC)C(=O)N(c1ccc(O)cc1)C2=O,2,5,0,0.1,95,96,3,5,77
COc1ccccc1NC(=O)c1ccc(NC(=O)CSc2ncccn2)cc1,4,0,5,-1.0,91,103,1,-2,97
CCc1ccccc1NC(=O)C1CCCN1S(=O)(=O)c1ccc(-c2ccc(=O)[nH]n2)s1 (centres undefined),4,20,-3,2.0,101,79,0,2,108
COc1ccc(CN2CCN(C(=O)c3ccco3)CC2)c(OC)c1OC,6,-3,4,2.7,109,103,3,0,92
O=Cc1ccc(OCc2cccc(C(F)(F)F)c2)cc1O,6,-4,3,0.7,93,100,0,3,x
Cc1ccc(SCCNC(=O)c2ccc(CN3CCOCC3)cc2)cc1,6,5,0,-1.4,104,98,3,3,97
CN1CCN(CC(=O)N2c3ccccc3C(C)(c3ccc(Cl)cc3)CC2(C)C)CC1 (centres undefined),5,-10,-7,1.1,103,91,0,9,108
CN(C)CC(C)(C)CNC(=S)Nc1cc(S(=O)(=O)N2CCOCC2)ccc1Cl,5,4,4,0.2,103,93,0,8,99
COc1ccc(/C=C(\C#N)C(=O)NCC(c2ccc(F)cc2)N2CCOCC2)cc1 (centres undefined),2,6,5,0.5,103,92,2,1,106
CC(=O)n1c(=O)c2ccccc2c(=O)n1-c1ccccc1,-2,1,0,0.3,93,105,23,0,105
CCOc1ccc(C(=O)NC(=S)NCc2cccnc2)cc1[N+](=O)[O-],3,9,7,2.1,91,98,3,8,98
CCOC(=O)c1c(S(=O)(=O)N2CCCC(C)C2)c(C)n(C)c1C (centres undefined),2,-2,2,-1.7,103,99,0,3,98
Cc1ccnc(NC(=O)c2ccc3c(c2)S(=O)(=O)c2ccccc2C3=O)c1,0,-2,2,2.0,109,104,0,-1,104
CC(NC(=O)CC1Nc2ccccc2NC1=O)c1ccccc1 (centres undefined),-4,-49,-54,5.1,106,104,1,-8,111
Cn1cc(/C=N\O)nc2c(=O)n(-c3ccccc3)c(=O)nc1-2,36*,2,35*,-14,91,88,9,34,91
Cc1ccc(-c2cc(C(=O)N3CCCc4ccccc43)c3ccccc3n2)cc1,2,12,7,-0.1,107,82,1,6,98
COCCOc1cc(-n2ccnc2SC)c(Cl)cc1Cl,3,3,-5,2.9,101,92,0,-2,108
COc1cc(/C=C/C(=O)OC(C)C(=O)c2ccccc2)cc(OC)c1OC (centres undefined),-7,-15,5,-0.8,109,120,0,-17,101
O=C(N/C(=C/c1cn(-c2ccccc2)nc1-c1ccccc1)C(=O)N1CCOCC1)c1ccccc1,-1,-10,5,-2.0,108,106,0,-2,109
CCC(C)(C)C(=O)Nc1cccc(Cl)c1C,3,38,1,2.2,115,102,0,-4,113
O=C(CNC(=O)c1ccco1)OCc1ccc(Cl)cc1,4,-5,4,1.8,u,98,4,7,u
CCOC(=O)Cn1nc(C)c(NC(=O)COc2ccc(F)cc2F)c1C,2,21,-5,1.4,106,110,0,4,110

# A different layout for some results above.
# Values run as follows: BCLXL inh	VLA-4 inh	GLD-1 RNA inh	MEX-5 binding	AGP1 TOR yeast	CR mimetic SO	GRK2 inh	MCL1-BIM inh	CIT2 TOR yeast
CC(C)CSC1=NSC2=NC(=O)/C(=C\c3ccccc3)C(=N)N12
  -4	22	-13	-5.1	103	118	2	-17	100
CC1=C(C(=O)OCc2ccccc2)C(c2cccc(F)c2)NC(=O)N1 (centres undefined)
  2	4	1	0.2	96	111	51*	9	103
